hK5 inh = inhibitors of human kallikrein 5. AID 873. 210,000 tested, 0.59% active. inhibition, % at 5 µM. recombinant hK5, fluorogenic AMC substrate cleavage;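 active means inhibition of 40% or more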;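 further: 0% = enzyme controls without compound and 100% = no-enzyme blanks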
14-3-3 Bad PPI = disrupts binding of bovine 14-3-3 zeta to phospho-Bad peptide; TR-FRET 14-3-3zeta/Dy647-pBad peptide displacement, 1 h; P63103; 220,000 tested, 0.71% active; inhibition, % at 21.7 µM;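 active means inhibition above about 70%, limit read from the data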;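 further: 0% = full 14-3-3 plus peptide FRET controls and 100% = background without 14-3-3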
Target sequence (P63103 whole entry, looked up): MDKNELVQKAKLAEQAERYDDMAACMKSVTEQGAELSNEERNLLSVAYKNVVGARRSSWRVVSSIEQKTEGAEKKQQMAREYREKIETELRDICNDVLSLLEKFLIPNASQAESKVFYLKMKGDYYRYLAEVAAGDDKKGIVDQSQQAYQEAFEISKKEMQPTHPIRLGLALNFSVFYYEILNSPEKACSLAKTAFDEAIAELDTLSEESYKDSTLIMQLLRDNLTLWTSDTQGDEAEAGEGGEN
Wee1 degr inh = blocks degradation of human Wee1 kinase | P30291 | HeLa Luc-Wee1K328M stability, luciferase luminescence; 100% = proteasome inhibitor MG132 effect | reporter increase, % at 5 µM | 220,000 tested, 1.2% active | AID 1321;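 active means activation above the mean of all tested compounds plus 3 SD, set per screening run, cut at about 8.8% in these data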;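 further: cells exposed to compound for 20 h before luminescence read; 0% = DMSO alone and 100% = MG132 at 30 µM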
MDM2 E3 inh = inhibitors of human Mdm2 E3 ubiquitin ligase. Q00987. cell-based MDM2 ubiquitination luciferase reporter, 2 h; 0 = plate control, 100 = twice control, blank-subtracted. signal enhancement, % at 5 µM. 210,000 tested, 0.11% active;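 active means signal enhancement of 30% or more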;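 further: luminescence tracks abundance of the self-degrading MDM2-luciferase fusion protein; higher signal means inhibition of MDM2 E3 ligase activity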
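Assay system: stable mammalian line carrying autodegrading MDM2–luciferase fusion reporter; amount: 2000 cells seeded into each well; buffer or medium: DMEM; benchmarks: plate control and blank wells; signal: luciferase luminescence; timing: 2 h compound exposure at 37 °C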
FXIIa inh = inhibitors of human coagulation factor XIIa; 220,000 tested, 0.3% active; inhibition, % at 5 µM; purified FXIIa, Boc-QGR-AMC fluorogenic substrate, 2 h; in the data active means inhibition above about 40%;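 further: 0% = enzyme with no compound and 100% = blank without enzyme; many of its hits are not listed in these tables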
p97 ATPase inh = blocks human p97 ATPase activity | P55072 | recombinant p97 ATPase, Kinase-Glo ATP luminescence, 3 h | inhibition, % at 8 µM | 220,000 tested, 0.42% active; in the data active means inhibition above about 15%;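 further: 0% = DMSO vehicle and 100% = wells lacking enzyme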
Target sequence (P55072 whole entry, looked up): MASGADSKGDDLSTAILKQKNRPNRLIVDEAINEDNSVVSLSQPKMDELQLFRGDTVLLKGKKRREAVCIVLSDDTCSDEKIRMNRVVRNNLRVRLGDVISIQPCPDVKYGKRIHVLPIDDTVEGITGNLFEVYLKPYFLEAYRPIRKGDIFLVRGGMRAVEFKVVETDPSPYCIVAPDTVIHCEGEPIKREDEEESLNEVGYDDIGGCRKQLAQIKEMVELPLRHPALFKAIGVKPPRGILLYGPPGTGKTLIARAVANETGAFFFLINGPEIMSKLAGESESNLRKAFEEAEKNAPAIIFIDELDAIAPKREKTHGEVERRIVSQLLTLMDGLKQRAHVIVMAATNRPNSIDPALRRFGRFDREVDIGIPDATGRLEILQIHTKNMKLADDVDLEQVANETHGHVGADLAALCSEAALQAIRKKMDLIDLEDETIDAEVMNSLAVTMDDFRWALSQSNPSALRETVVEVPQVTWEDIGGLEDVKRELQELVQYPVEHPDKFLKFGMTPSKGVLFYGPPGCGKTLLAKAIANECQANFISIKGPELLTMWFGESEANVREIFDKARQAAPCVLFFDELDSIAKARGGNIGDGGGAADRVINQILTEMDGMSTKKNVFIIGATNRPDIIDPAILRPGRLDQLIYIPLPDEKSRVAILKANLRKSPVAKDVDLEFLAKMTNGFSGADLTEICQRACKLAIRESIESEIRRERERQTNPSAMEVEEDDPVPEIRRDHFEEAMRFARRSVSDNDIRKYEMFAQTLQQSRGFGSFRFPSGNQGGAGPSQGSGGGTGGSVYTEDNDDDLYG
Rad51 HR inh = Rad51 (human) homologous recombination inhibition | inhibition, % at 10 µM | AID 1385 | hRad51 DNA strand exchange, fluorescence dequenching | 200,000 tested, 0.085% active;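 active means inhibition above 40% at the single screening dose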;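 further: 0% = DMSO control wells and 100% = blanks with heterologous ssDNA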
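Material: hRad51 filaments on single-stranded DNA; Reagent: Donor/quencher-labelled 47-bp dsDNA substrate; Compound: 10 µM final, single point; Schedule: 37 °C 15-min filament assembly, 30-min compound preincubation, 15-min exchange; Technique: FRET fluorescence, excitation 485 nm, emission 520 nm; Benchmarks: control wells and blank wells on each plate.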
eIF4E-4G inh = inhibitors of eIF4E and eIF4G interaction in translation initiation; TR-FRET eIF4E-eIF4GI(517-606) binding, 2 h; 220,000 tested, 0.37% active; P63073+Q04637; inhibition, % at 21.7 µM; AID 782;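 active means inhibition above about 30%, limit read from the data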;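 further: 0% = full FRET control wells and 100% = background wells lacking eIF4GI fragment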
FXIa inh 1536 = factor XIa (human) inhibition; purified FXIa, Boc-Glu-Ala-Arg-AMC fluorogenic substrate; inhibition, % at 5 µM; 220,000 tested, 0.14% active; AID 798;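 active means inhibition of at least 40%; inactive means inhibition below 40%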;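 further: fluorescence of freed AMC excited at 355 nm; 0% = enzyme without compound and 100% = no enzyme blank; many of its hits are not listed in these tables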
An asterisk follows results filed as active; . = no result given; [ ] = dose if it differs, or a comment.

SMILES | hK5 inh | 14-3-3 Bad PPI | Wee1 degr inh | MDM2 E3 inh | FXIIa inh | p97 ATPase inh | Rad51 HR inh | eIF4E-4G inh | FXIa inh 1536
O=c1[nH]cnc2scc(-c3ccc(F)cc3)c12 | 4 | 0 | 1 | 1 | 11 | 1 | 2 | -8 | -9
COc1ccccc1C(=O)Nc1ccc2c(c1)nc(CN1CCCCC1)n2C | 3 | 8 | -4 | -5 | 8 | 1 | -3 | 3 | 1
O=C(NCCCNC(=O)C(F)(F)C(F)F)C(F)(F)C(F)F | 0 | -1 | -3 | -12 | 5 | 6 | 0 | 4[fluorescence artefact?] | -8
O=C1Nc2ccc([N+](=O)[O-])cc2C1=Nc1cccc(CO)c1 | -4 | -7 | 1 | -4 | 3 | 8 | 3 | -1 | -3
CC(=O)c1cc(OC(=O)c2ccncc2)ccc1OC(=O)c1ccncc1 | -31 | -4 | 0 | -7 | 1 | -6 | -1 | 0 | -1
O=C(Nc1nc2c(Br)cc(Br)cc2c(=O)s1)c1ccco1 | 1 | 31 | 0 | -3 | 8 | 11 | 6 | -10 | 3
CC(C)(C)/C(O)=C/c1nc2cc(Cl)ccc2oc1=O | -6 | -4 | 3 | -9 | 6 | -1 | 5 | -1 | 0
COc1ccc(NC(=O)Nc2ccc(F)cc2F)c(C)c1 | 2 | -3[fluorescence artefact?] | 1 | -14 | 8 | -2 | -18 | -2[fluorescence artefact?] | -1
CC(NC(=O)c1ccco1)c1ccc2c(c1)OCCO2 (stereo not drawn) | 18 | 3 | 3 | -19 | 8 | 3 | 6 | 0 | 8
CCc1cc(C(=O)OC)c(NC(=O)CCC(=O)O)s1 | -1 | -7 | 0 | -1 | 3 | 3 | -2 | 0 | -7
CCOC(=O)N1CCN(C(=O)c2cn(CC)c3ccc(S(=O)(=O)N4CCCC4)cc3c2=O)CC1 | 2 | -11 | 3 | -6 | -1 | 7 | 2 | -3 | 7
CC12CCC(C(=O)NCc3ccc(Cl)cc3)(OC1=O)C2(C)C (stereo not drawn) | -7 | -9 | -1 | -12 | 2 | -4 | 2 | -1 | -6
Cc1ccc2oc(=O)c3cnn(CC(=O)N4CCCCCC4)c3c2c1 | -9 | 2[fluorescence artefact?] | -2 | -1 | 8 | 6 | -2 | -4 | 4
CSCCNC(=O)c1cccc(Cl)c1 | -5 | -8 | 0 | -3 | . | 1 | -7 | 5 | -6
CC(=O)/C(=N/Nc1cccc(Cl)c1)N1CCOCC1 | 1 | -5 | 2 | -16 | 11 | -4 | 0 | -3[fluorescence artefact?] | 0
CCN(CC)S(=O)(=O)c1ccc(N2CCOCC2)c(NC(=O)CCOc2ccccc2)c1 | 35 | -7 | -3 | . | 11 | -10 | 22 | -13 | 4
CSc1nc(C)c2c(n1)N(c1ccc(C(F)(F)F)cc1)CC2 | 5 | -6 | 0 | -7 | 7 | 1 | -6 | -2 | 5
COC(=O)c1ccc(Cn2nnc3ccccc3c2=O)o1 | 6 | -3 | -3 | -11 | 0 | 5 | -7 | -6 | 7
O=S(=O)(c1cnc[nH]1)N1CCN(c2ccc(F)cc2)CC1 | 3 | -5 | 1 | -22 | 14 | 13 | -1 | 0 | -5
CCn1cc(C2=NCCO2)c2ccccc21 | -16 | 3 | 0 | -12 | -12 | 12 | -7 | 2 | -5
Cc1cc(C)c(S(=O)(=O)N2CCOC2CNC(=O)C(=O)NCc2cccnc2)c(C)c1 (stereo not drawn) | -3 | 0 | -3 | . | 14 | 8 | 2 | 0 | 8
COc1ccc(C(CC(=O)c2ccc(C)cc2)Nc2ccc([N+](=O)[O-])cc2)cc1 (stereo not drawn) | -10 | -10 | 2 | -3 | 5 | 8 | 10 | 0[fluorescence artefact?] | 6
Cc1cccc(N(NC(=O)C(C)(C)O)C(=O)c2ccccc2)c1 | -6 | -5[fluorescence artefact?] | 1 | -3 | -5 | -3 | 0 | 3[fluorescence artefact?] | -6
O=C(CCN1C(=O)c2ccccc2C1=O)Nc1cc(F)ccc1F | -8 | -6[fluorescence artefact?] | 1 | -5 | 2 | 1 | 5 | -1[fluorescence artefact?] | -1
O=C1Nc2ccccc2C12Nc1ccccc1S2 (stereo not drawn) | -5 | 26 | 2 | -12 | 9 | 5 | -4 | 8 | -7
O=C(CSc1nnc(-c2ccco2)n1CC1CCCO1)N1CCCCC1 (stereo not drawn) | -20 | 8 | 1 | 1 | 17 | 5 | -3 | 4 | 9
COc1ccc(/C(N)=N/OC(=O)C2CCC(=O)N2S(=O)(=O)c2ccc(C)cc2)cc1OC (stereo not drawn) | -13 | -10 | 3 | -6 | 12 | 1 | 2 | 14 | 6
COc1cc(NC(=O)CN2C(=O)NC(C)(CC(C)C)C2=O)cc(OC)c1 (stereo not drawn) | 3 | -8[fluorescence artefact?] | -2 | -3 | -12 | 1 | -6 | 7 | -3
COc1cccc(-c2cc(C(F)(F)F)nc(N3CCN(c4ccccc4)CC3)n2)c1 | 3 | -7 | 2 | -12 | -4 | 1 | 6 | -1[fluorescence artefact?] | -7
CC(C)Oc1cccc(C(=O)NC(=S)Nc2cccc(NC(=O)c3ccccc3Cl)c2)c1 | -4 | 5 | 0 | 2 | 3 | 0 | . | -5[fluorescence artefact?] | 0
Cc1ccc(C(=O)Nc2cccc(C(F)(F)F)c2)cc1NC(=O)c1nccn1C | -2 | 19 | . | 4 | 1 | . | 12 | -2 | -3
O=C(Oc1coc(CSc2ncccn2)cc1=O)c1cccs1 | 0 | -5 | -1 | -3 | 2 | 7 | 5 | -4 | 4
Cc1cc2c3c(c1C)C1(C(=O)N3C(C)(C)CC2C)C(C#N)=C(N)OC2=C1C(=O)CC(C)(C)C2 (stereo not drawn) | -3 | -13 | 0 | -7 | -7 | 1 | 7 | -2 | -8
Cc1ccc(OC(=O)c2cccnc2)cc1 | -2 | -13 | 0 | 19 | 5 | 5 | -1 | 0 | -4
CCOC(=O)Cc1c(C)nc2c(-c3ccc(Cl)cc3)c(C)[nH]n2c1=O | -34 | 0 | 4 | -9 | 3 | 1 | 3 | 2 | 3
CCCCNC(=O)c1cccc(C(=O)NCCCC)c1 | 4 | 4 | 0 | 9 | 4 | -7 | 3 | -1 | 7
CCOc1ccc(NC(=O)CN(C2CCCCC2)S(C)(=O)=O)cc1 | -27 | 9 | 3 | -7 | 5 | -4 | -7 | 3 | 8
CCCn1c(SCC(=O)Nc2cccc(C)n2)nc2c1c(=O)n(C)c(=O)n2C | 6 | -4 | -1 | -7 | -1 | 5 | -13 | 3 | -5
COc1ccc(N(CC(=O)NCc2ccco2)S(=O)(=O)c2ccccc2)cc1 | -7 | -4 | 4 | -6 | 0 | 6 | 20 | 0 | -6
O=C(COC(=O)c1cnccn1)NCc1ccccc1 | -1 | -23 | -1 | 4 | 17 | 8 | -1 | -4 | 7

Reformatted with two lines to a compound: 15 of the compounds above
Below each compound – hK5 inh | 14-3-3 Bad PPI | Wee1 degr inh | MDM2 E3 inh | FXIIa inh | p97 ATPase inh | Rad51 HR inh | eIF4E-4G inh | FXIa inh 1536
Cc1cc(C)c(S(=O)(=O)N2CCOC2CNC(=O)C(=O)NCc2cccnc2)c(C)c1 (stereo not drawn)
 : -3 | 0 | -3 | . | 14 | 8 | 2 | 0 | 8
COc1ccc(C(CC(=O)c2ccc(C)cc2)Nc2ccc([N+](=O)[O-])cc2)cc1 (stereo not drawn)
 : -10 | -10 | 2 | -3 | 5 | 8 | 10 | 0[fluorescence artefact?] | 6
Cc1cccc(N(NC(=O)C(C)(C)O)C(=O)c2ccccc2)c1
 : -6 | -5[fluorescence artefact?] | 1 | -3 | -5 | -3 | 0 | 3[fluorescence artefact?] | -6
O=C(CCN1C(=O)c2ccccc2C1=O)Nc1cc(F)ccc1F
 : -8 | -6[fluorescence artefact?] | 1 | -5 | 2 | 1 | 5 | -1[fluorescence artefact?] | -1
O=C1Nc2ccccc2C12Nc1ccccc1S2 (stereo not drawn)
 : -5 | 26 | 2 | -12 | 9 | 5 | -4 | 8 | -7
O=C(CSc1nnc(-c2ccco2)n1CC1CCCO1)N1CCCCC1 (stereo not drawn)
 : -20 | 8 | 1 | 1 | 17 | 5 | -3 | 4 | 9
COc1ccc(/C(N)=N/OC(=O)C2CCC(=O)N2S(=O)(=O)c2ccc(C)cc2)cc1OC (stereo not drawn)
 : -13 | -10 | 3 | -6 | 12 | 1 | 2 | 14 | 6
COc1cc(NC(=O)CN2C(=O)NC(C)(CC(C)C)C2=O)cc(OC)c1 (stereo not drawn)
 : 3 | -8[fluorescence artefact?] | -2 | -3 | -12 | 1 | -6 | 7 | -3
COc1cccc(-c2cc(C(F)(F)F)nc(N3CCN(c4ccccc4)CC3)n2)c1
 : 3 | -7 | 2 | -12 | -4 | 1 | 6 | -1[fluorescence artefact?] | -7
CC(C)Oc1cccc(C(=O)NC(=S)Nc2cccc(NC(=O)c3ccccc3Cl)c2)c1
 : -4 | 5 | 0 | 2 | 3 | 0 | . | -5[fluorescence artefact?] | 0
Cc1ccc(C(=O)Nc2cccc(C(F)(F)F)c2)cc1NC(=O)c1nccn1C
 : -2 | 19 | . | 4 | 1 | . | 12 | -2 | -3
O=C(Oc1coc(CSc2ncccn2)cc1=O)c1cccs1
 : 0 | -5 | -1 | -3 | 2 | 7 | 5 | -4 | 4
Cc1cc2c3c(c1C)C1(C(=O)N3C(C)(C)CC2C)C(C#N)=C(N)OC2=C1C(=O)CC(C)(C)C2 (stereo not drawn)
 : -3 | -13 | 0 | -7 | -7 | 1 | 7 | -2 | -8
Cc1ccc(OC(=O)c2cccnc2)cc1
 : -2 | -13 | 0 | 19 | 5 | 5 | -1 | 0 | -4
CCOC(=O)Cc1c(C)nc2c(-c3ccc(Cl)cc3)c(C)[nH]n2c1=O
 : -34 | 0 | 4 | -9 | 3 | 1 | 3 | 2 | 3

(list continues)
SMILES | hK5 inh | 14-3-3 Bad PPI | Wee1 degr inh | MDM2 E3 inh | FXIIa inh | p97 ATPase inh | Rad51 HR inh | eIF4E-4G inh | FXIa inh 1536
Nc1cc(Cl)nnc1Cl | 3 | 3 | 0 | -7 | 0 | 3 | 3 | -10 | -4
COc1ccc(-c2nn(-c3ccccc3)cc2C(=O)N/N=C/c2ccc([N+](=O)[O-])o2)cc1 | -2 | -8 | 1 | -10 | 3 | 1 | -3 | 1 | -4
Cn1nc(-c2ccccc2)c(-c2nc(-c3ccccc3Cl)no2)c1Cl | 8 | 9 | -1 | -5 | 11 | -2 | -6 | 1 | -17
CCCn1nnnc1NC(=O)COc1ccc(Br)cc1 | -6 | 3 | -2 | -15 | 2 | -1 | 11 | 1 | 10
Cc1ccccc1Cn1cc(S(=O)(=O)CC(=O)N2CCCCC2)c2ccccc21 | -8 | -13[fluorescence artefact?] | 1 | . | 16 | -2 | 1 | 4[fluorescence artefact?] | 4
CC1(C)CC(=O)CC(=Nc2ccc(C(=O)O)cc2)C1 | -9 | -3[fluorescence artefact?] | 0 | -7 | -3 | 4 | 2 | -1[fluorescence artefact?] | -10
CC(C)CC1NC(=S)N(Cc2ccccc2)C1=O (stereo not drawn) | -22 | -7[fluorescence artefact?] | 3 | 1 | 5 | 0 | 4 | -4 | -3
Cc1cccc(N2CCN(Cc3nc(-c4cccc(Cl)c4)oc3C)CC2)n1 | -2 | -8 | 3 | -19 | 7 | -1 | -1 | -3 | 1
CCOC(=O)N1CCN(C(=O)c2cn(C)c(=O)c3c2c2ccccc2n3C)CC1 | -16 | 5 | 0 | -2 | 1 | 1 | -1 | 0 | -6

Assay outcomes from PubChem.
